# Screens from PubChem BioAssay.
# Ecoli viability – E. coli V3065 growth inhibition, primary screen, counter-screen for AddAB inhibitor project, absorbance, OD600; 18 h; inhibition, % at 11.9 µM; hit rate 0.27% among 330,000; AID 449728, 2010;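 active = inhibition above the campaign's mean inhibition across all tested compounds plus 3 SD, cut at about 9.9% in these data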;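 also: uninfected addAB+ strain grown without phage in ampicillin broth; 0% = DMSO wells and 100% = ciprofloxacin 0.95 µg/ml wells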
# HTR5A inv ag – HTR5A inverse agonists in luminescence cell assay, primary screen, counter-screen for OPRM1-OPRD1 heterodimer inverse agonist project, full-deck HTS; 5-hydroxytryptamine receptor 5A (Homo sapiens), P47898; HTR5A cell line, inverse agonism; inhibition, % at 9.3 µM; hit rate 0.083% among 340,000; AID 504634, 2011; in the data active = inhibition mostly above about 23%, no sharp cut-off; inactive = mostly below about 18%;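 also: 0% = cells with DMSO and 100% = no-cell wells with DMSO; some compounds called inactive have numbers as strong as hits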
# Target sequence (P47898 whole entry, looked up): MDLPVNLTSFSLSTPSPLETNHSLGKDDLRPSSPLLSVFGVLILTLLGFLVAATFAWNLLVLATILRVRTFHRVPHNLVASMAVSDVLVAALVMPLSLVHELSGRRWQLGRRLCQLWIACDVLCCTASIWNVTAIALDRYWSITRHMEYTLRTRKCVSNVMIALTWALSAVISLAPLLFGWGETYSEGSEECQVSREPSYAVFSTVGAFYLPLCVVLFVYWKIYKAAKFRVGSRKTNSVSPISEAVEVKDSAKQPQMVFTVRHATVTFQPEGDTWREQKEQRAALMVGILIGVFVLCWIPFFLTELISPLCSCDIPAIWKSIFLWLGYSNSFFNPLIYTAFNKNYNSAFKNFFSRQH
# phage Ecoli inh – growth loss of phage-infected E. coli, primary screen, RecBCD inhibitor project, absorbance, with phage, HTS; inhibition, % at 11.9 µM; hit rate 0.26% among 360,000; AID 651602, 2012; in the data active = inhibition above about 11%
# SUMO Mot1 rescue – yeast Mot1-301 growth rescue at high temperature, primary screen, SUMOylation pathway inhibitor project, S. cerevisiae, ATP luminescence, 38.5C; S. cerevisiae Mot1-301 growth rescue; percent above DMSO median, 100 means doubled; growth rescue, % at 18.8 µM; hit rate 1% among 320,000;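 active = every valid replicate shows activation above 250% relative to neutral control wells; inactive = the rest, any valid replicate at or below 250%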;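 also: OY570 slx delta 5 strain wells were the positive control but not used for scaling; some compounds called inactive have numbers as strong as hits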
# CDK5 inh – inhibitors of human CDK5/p35 kinase, primary screen, biochemical, single concentration | Recombinant CDK5/p35, ADP-Glo luminescence, 60 min | hit rate 0.01% among 330,000 | Cyclin-dependent kinase 5 (Homo sapiens) + Cyclin-dependent kinase 5 activator 1 (Homo … | inhibition, % at 10 µM;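 active = highest replicate inhibition of at least 50% and at least 75% of replicates reaching 50%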;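 also: plate controls were DMSO neutral control for no effect and GW8510 at 10 µM for full effect; many of its hits are not listed in these tables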
# Target sequence (Q00535 whole entry, looked up): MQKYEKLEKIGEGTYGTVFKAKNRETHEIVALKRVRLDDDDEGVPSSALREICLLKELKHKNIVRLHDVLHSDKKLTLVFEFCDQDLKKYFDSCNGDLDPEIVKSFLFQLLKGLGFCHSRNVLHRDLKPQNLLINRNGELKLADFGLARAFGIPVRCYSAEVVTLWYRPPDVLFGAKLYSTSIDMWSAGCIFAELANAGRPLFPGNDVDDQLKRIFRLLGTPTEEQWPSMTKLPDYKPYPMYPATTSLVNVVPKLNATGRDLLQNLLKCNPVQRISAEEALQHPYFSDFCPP
# Target sequence (Q15078 whole entry, looked up): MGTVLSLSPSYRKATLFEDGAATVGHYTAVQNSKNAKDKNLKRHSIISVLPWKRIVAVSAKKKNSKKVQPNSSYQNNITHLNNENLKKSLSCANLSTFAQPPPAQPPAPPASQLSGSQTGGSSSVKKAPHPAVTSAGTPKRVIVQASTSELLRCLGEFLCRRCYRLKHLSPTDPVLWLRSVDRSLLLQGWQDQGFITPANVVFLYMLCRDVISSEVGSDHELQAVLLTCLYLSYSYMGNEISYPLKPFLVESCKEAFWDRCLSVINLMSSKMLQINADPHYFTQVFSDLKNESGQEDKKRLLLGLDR
# PKA-R1A activ – activators of PKA-R1A holoenzyme, primary screen, biochemical, fluorescence polarization, Cy5-IP20, bovine R1A, mouse PKAc; cAMP-dependent protein kinase type I-alpha regulatory subunit (Bos taurus) + …; PKA-R1A dissociation; scaled: DMSO 0%, 113 µM cGMP 100%; activation, % at 11.4 µM; hit rate 0.083% among 340,000; AID 504707, 2011;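 active = percent activation above the mean of all tested compounds plus 3 SD, cut at about 19% in these data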;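 also: higher means more PKAc released from R1A so a rise in polarization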
# PKA-R2B act – activators of PKA-R2B holoenzyme, primary screen, biochemical, fluorescence polarization, Cy5-IP20, human | cAMP-dependent protein kinase catalytic subunit beta (Homo sapiens) + cAMP-dependent … | PKA-R2B holoenzyme dissociation; R2B truncated from residue 108, S112A mutant; 0% DMSO only, 100% 113 µM cGMP | activation, % at 11.4 µM | hit rate 0.079% among 340,000 | AID 504700, 2011;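 active = activation above a cutoff set at the mean over all compounds plus 3 SD, cut at about 18% in these data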;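 also: higher means more holoenzyme dissociation and a rise in polarization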
# HTR5A ag – HTR5A agonists in luminescence cell assay, primary screen, counter-screen for OPRM1-OPRD1 heterodimer agonist project, full-deck HTS. 5-hydroxytryptamine receptor 5A (Homo sapiens), P47898. cell-based. activation, % at 9.3 µM. hit rate 0.61% among 340,000. AID 504692, 2011; in the data active = activation mostly above about 9.5%, no sharp cut-off; inactive = mostly below about 7.6%;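 also: 0% = cells with vehicle only and 100% = reference agonist; strong numbers were not always called active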
# AddAB inh – growth inhibition of E. coli expressing H. pylori AddAB, primary screen, AddAB inhibitor project, absorbance; inhibition, % at 11.9 µM; hit rate 0.29% among 330,000; AID 435030, 2010; in the data active = inhibition above about 12%;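 also: 0% = vehicle wells of infected cells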
# DAGLB inhibitor – DAGLB lipase inhibitors, primary screen, biochemical, fluorescence, HTS | Diacylglycerol lipase-beta (Homo sapiens), Q8NCG7 | hit rate 0.059% among 340,000 | HEK293T DAGLB membrane lysate, EnzChek fluorogenic substrate | AID 504411, 2011 | inhibition, % at 5.17 µM; in the data active = inhibition above about 34%;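 also: 0% = enzyme with vehicle and 100% = wells lacking enzyme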
# Tat export inh – E. coli Tat export inhibitors, primary screen, MC4100, TorA-mCherry reporter, fluorescence, single point. hit rate 0.036% among 340,000. inhibition, % at 10 µM. AID 488895, 2010;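 active = mean replicate inhibition at least 50% and at least half of replicates individually reaching 50%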;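 also: exported cargo escapes ClpAP degradation while cytoplasmic cargo is degraded and loses fluorescence; 0% = median of neutral control wells and 100% = median of NaSCN control wells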
# Numbers without * were called inactive; . = no result given.
Molecule	SUMO Mot1 rescue	HTR5A ag	PKA-R2B act	Ecoli viability	CDK5 inh	DAGLB inhibitor	phage Ecoli inh	Tat export inh	HTR5A inv ag	PKA-R1A activ	AddAB inh
Cc1ccc(S(=O)(=O)N2CCCC(c3nc4c(nnn4Cc4ccc5c(c4)OCCO5)c(=O)[nH]3)C2)cc1 (stereo unspecified)	-7	0	-1	-1.0	-6.8	1	0.6	11	0	-10	2.0
Cc1ccccc1NCC(=O)N/N=C/c1ccc([N+](=O)[O-])cc1	9	2	-4	1.2	-4.6	-3	2.7	-5	10	-3	0.2
C/C=C(/C)C(=O)OC1CC(C)(C)C[C@H]2C3=CC[C@@H]4[C@@]5(C)CCC(O[C@@H]6O[C@@H](C(=O)O)[C@@H](O)C(O[C@@H]7OC[C@H](O)[C@@H](O)[C@@H]7O[C@@H]7OC(CO)C(O)[C@@H](O)[C@@H]7O)C6O[C@@H]6OC(CO)C(O)C(O)C6O)[C@@](C)(CO)[C@@H]5CC[C@]4(C)[C@]3(C)CC(O)[C@@]12CO (stereo partly specified)	1	8	-2	-2.4	0.0	-3	.	5	-23	1	2.9
COC(=O)c1cc2cc(NS(=O)(=O)c3ccc(C)cc3)ccc2s1	0	2	-3	4.1	1.6	-5	1.2	11	-3	-7	3.3
O=C1CN(C(=O)COC(=O)c2ccc(Cl)c(S(=O)(=O)N3CCCCC3)c2)c2ccccc2N1	13	2	-7	0.3	2.3	-2	-1.1	7	-5	2	-0.2
O=C(NCCN1C(=O)C2C3C=CC(C3)C2C1=O)Nc1ccccn1 (stereo unspecified)	-3	-1	-3	0.7	0.3	0	-0.9	-15	3	-10	1.8
COc1ccc(CCNC(=O)C(C)Sc2ccc(C)cc2)cc1OC (stereo unspecified)	-2	3	-5	-1.0	1.2	1	2.3	-2	13	-3	-1.3
CC(C)(C)NCCOc1ccc(Br)cc1	16	-1	2	-0.7	-0.3	-2	2.8	-1	-4	-1	1.0
Brc1ccc(N/N=C(/N=Nc2nn[nH]n2)c2ccccc2)cc1	-11	7	4	30*	3.7	46*	26*	15	-21	-4	30*
CCn1ccc2c(OCC(=O)NCCc3ccc(OC)c(OC)c3)cccc2c1=O	-14	2	-7	1.8	1.6	1	0.2	0	1	-11	2.3
Cc1ccc(-c2ccc(=O)n(CCC(=O)N3CCN(Cc4ccccc4)CC3)n2)cc1	6	1	-7	0.3	-0.1	0	-0.2	-11	-5	5	0.6
CCC(=O)NC(=S)Nc1ccc(NC(=O)c2ccc(C)c([N+](=O)[O-])c2)cc1	-12	-2	-1	2.2	0.3	0	3.8	-5	10	3	4.8
CCOc1ccccc1NC(=O)CSc1nc2cccnc2n1C	-3	-1	11	-1.4	-4.1	-2	-1.3	-4	-22	-6	1.4
O=C(Nc1cc(Br)ccc1O)c1cc(-c2cccs2)on1	-18	2	8	0.1	-3.2	-1	-0.1	0	-5	0	4.7
Cc1ccc(S(=O)(=O)N2CCN(C(=O)C(C)Cn3nc(C)c(C)c3C)CC2)cc1 (stereo unspecified)	-5	-4	-4	1.3	-1.1	-3	1.7	-1	-4	-2	1.2
O=C(CN1CCC(n2nnc3cc(F)ccc32)CC1)Nc1ccc2c(c1)CCC2	-14	5	-6	0.8	-0.5	-7	2.8	-1	13	-3	0.8
N#Cc1ccc(NC(=O)COC(=O)C2Cc3ccccc3CN2C(=O)c2ccccc2)cc1 (stereo unspecified)	438	5	-6	-1.8	-0.8	2	0.1	-12	-16	-5	1.1
O=C(Nc1ccnc(-c2ccncc2)n1)c1cccs1	-1	-2	-12	2.8	-0.1	-1	3.9	9	-13	-16	0.4
O=c1cc(C(F)(F)F)nc(SC/C=C/c2ccccc2)[nH]1	-19	7	-5	-0.7	-0.6	14	.	9	11	5	0.1
CN(C)/C=C1\C(=O)N(C)N=C1C(F)(F)F	11	-2	0	0.3	-5.6	0	4.4	-7	-11	7	0.8
COc1ccc(NC(=O)Nc2nnc(Cc3ccc(OC)c(OC)c3)s2)cc1	-12	7	-16	1.9	-2.8	0	-0.7	-3	-19	-17	2.6
Cc1nn(-c2ccccc2)c(N2CCCC2)c1/C=C1\N=C(c2ccccc2)OC1=O	-12	-3	2	-0.6	0.0	-2	4.7	7	7	2	-1.8
COc1ccc2cc(S(=O)(=O)c3ccccc3)c(=O)oc2c1	3	5	2	2.8	-1.5	-1	1.8	1	-16	-1	0.5
COc1cc(C2NC(=O)NC3=C2C(=O)OC3)cc(OC)c1OC (stereo unspecified)	-13	7	1	3.3	-1.3	0	0.3	-3	-18	-6	-0.3
COc1ccc(CCC(=O)Nc2cccc(S(=O)(=O)N(C)C)c2)cc1OC	-4	4	-11	0.9	0.8	0	2.0	5	-9	4	1.5
O=C(CCCC(=O)OCC(Cl)=C(Cl)Cl)Nc1cccc2ccccc12	-8	6	-6	-2.0	-1.7	-11	2.5	18	22	-5	0.0
CC(=O)NCC(=O)OCC(=O)c1ccc(Cl)cc1	0	0	8	0.3	-0.9	-3	5.2	-3	0	-8	0.2
CN(C)/C=N/c1nc2ncc(-c3ccc(Cl)cc3)c(/N=C/N(C)C)n2n1	7	-1	-9	0.5	-0.3	-2	5.5	6	3	-5	0.5
CCN(CC)CCCNC(=O)c1cc2c(Cl)nc3ccccc3c2s1	-10	-4	-2	-3.5	-9.9	0	4.7	1	9	-15	1.7
O=C(O)COc1ccc2c3c(c(=O)oc2c1)CCCC3	153	-4	-7	-1.9	-0.6	0	2.3	-6	10	0	2.1
CCC1(c2ccccc2)NC(=O)N(CC(=O)Nc2ccc(S(=O)(=O)N3CC(C)CC(C)C3)cc2)C1=O (stereo unspecified)	-6	0	3	1.3	-0.4	2	3.0	9	11	-6	1.9
Cn1c(N)c(C(=O)COC(=O)/C=C/c2ccc(S(=O)(=O)N3CCOCC3)cc2)c(=O)n(C)c1=O	-9	2	2	0.2	-8.5	-1	2.6	6	-9	-8	0.3
CCOC(=O)CSc1nc(C)cc2c1C(=O)OC2	129	-4	-7	-1.8	0.1	0	2.3	1	-8	-4	-1.4
CCCCN(C)CCCNC(=O)CN1C(=O)COc2ccc(S(=O)(=O)N3CCOCC3)cc21	.	-1	5	-0.5	-2.7	0	-2.1	1	4	3	2.6
CCCc1cc(C(=O)Nc2ccc(C(=O)OC)cc2)cs1	3	5	-10	.	0.0	-5	2.0	-3	-17	0	.
Cc1cc(C)n2nc(Nc3ccccc3)cc2n1	3	-1	-14	0.2	-1.0	3	-0.1	-6	-10	-4	2.2
N#Cc1c(NC(=O)CSCC(=O)O)sc2c1CCCC2	279	-4	2	4.0	-3.2	2	0.9	0	9	-9	-1.2
Cc1ccccc1-n1c(SCC(=O)N/N=C/c2ccccc2OCC(=O)O)nc2ccccc2c1=O	2	-3	-12	-1.3	-3.3	4	1.2	2	10	1	-1.9
Oc1c(Br)cc(Br)c2cccnc12	.	-3	6	.	-1.8	8	44*	-10	3	-6	.
Oc1ccc(-c2cn3ccccc3n2)cc1O	-12	-1	8	0.0	5.6	2	-2.6	11	5	1	-0.9
O=C1CC(NCCc2ccccc2)C(=O)N1CCc1ccccc1 (stereo unspecified)	9	-1	-6	-0.3	1.9	-3	0.2	3	1	1	0.8
COc1ccc(C(=O)COc2ccc(F)cc2)c(O)c1	156	5	4	2.0	0.7	-3	5.2	1	-14	0	1.3
CSc1cccc(NC(=O)C2CCCN(S(=O)(=O)c3ccc(F)cc3)C2)c1 (stereo unspecified)	-13	7	2	2.1	0.6	-4	0.2	1	10	-8	0.9
O=Cc1sc(Nc2ccccc2)nc1Cl	4	-7	-7	1.4	0.2	-2	2.9	2	17	-7	-1.4
COC(=O)CSc1[nH]c2cc(C)ccc2c1[N+](=O)[O-]	-22	-6	5	-1.4	-3.5	-2	3.6	1	17	4	-0.3
Nc1c(N2CCCCC2)c(=O)[nH]c(=O)n1-c1ccccc1	-22	1	-7	0.7	-1.1	0	3.2	4	13	8	2.9
CCC(=O)Nc1cccc(NC(=O)c2ccc3c(c2)OCO3)c1	11	9	-8	-0.7	-0.1	-1	4.7	6	-25	-2	3.3
CCn1nc(C(=O)NNS(=O)(=O)c2cc(/C=C/C(=O)O)cc(OC)c2OC)c2ccccc2c1=O	-2	0	11	0.3	1.7	2	1.8	-3	0	-6	-0.8
Cc1ccccc1-n1nnnc1SCC(=O)c1c(N)n(C2CC2)c(=O)[nH]c1=O	.	-4	-13	.	-0.4	3	0.7	-2	12	-1	.
CCc1ccc(NC(=O)Cn2nnc(-c3ccc(C)cc3-n3cnnn3)n2)cc1	.	-2	-1	-0.9	-0.1	2	1.2	-1	-15	0	3.5
CCN1CCN(C(=O)CN(C)S(=O)(=O)c2ccc(OC)cc2)CC1	-2	0	4	-3.1	0.1	1	3.2	1	5	-14	1.0
Cc1cccc(-n2c(CCN3C(=O)c4ccccc4C3=O)nc3ccccc3c2=O)n1	.	1	0	.	0.2	2	1.4	8	2	-9	.
COc1ccc(C)cc1Nc1nc(-c2c(C)[nH]c3ccccc23)cs1	-25	1	-5	0.1	-1.6	-1	2.0	5	1	-5	-2.1
O=C(CSc1nnc2ccc(-c3ccccn3)nn12)N1CCCC1	.	1	6	.	0.7	-2	3.8	-4	10	3	.
CC(C)(C)c1ccc(C(CC(=O)O)NS(=O)(=O)Cc2ccccc2)cc1 (stereo unspecified)	-16	-1	6	1.2	-0.9	6	3.7	7	3	-7	1.8
COc1ccc(CNC(=O)CSc2nc3ccc(C)cc3[nH]2)cc1	-3	-1	4	-3.2	-1.2	-1	1.1	-10	5	5	-4.0
O=C(NCCN=C1NS(=O)(=O)c2ccccc21)c1ccc(S(=O)(=O)N2CCOCC2)cc1	-10	2	0	-0.4	-0.2	1	1.5	-1	-6	7	3.6
Cc1nn(Cc2ccccc2)c(Cl)c1C(=O)NC(C)(C)C	-20	-1	2	0.0	-5.6	1	3.2	3	13	-14	0.7
Cn1cccc1C(=O)OCC(=O)c1c[nH]c2ccccc12	-14	0	-7	1.2	0.5	0	4.8	-3	-1	-10	0.1
Cc1ccc(S(=O)(=O)N2CCOCC2)cc1C(=O)Nc1ccc(S(=O)(=O)Nc2nccs2)cc1	-14	7	-8	-1.2	0.1	0	1.3	-6	-10	-19	0.0
